mHTT CaM bind – mHTT-calmodulin interaction abrogation. AlphaScreen His-mHTT/GST-CaM binding, luminescence. 190,000 compounds, 3.6% hits. inhibition, % at 15 µM;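 also: 0% = both proteins with DMSO and 100% = one protein alone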
Target sequence (P42858 whole entry, looked up, stated change not applied): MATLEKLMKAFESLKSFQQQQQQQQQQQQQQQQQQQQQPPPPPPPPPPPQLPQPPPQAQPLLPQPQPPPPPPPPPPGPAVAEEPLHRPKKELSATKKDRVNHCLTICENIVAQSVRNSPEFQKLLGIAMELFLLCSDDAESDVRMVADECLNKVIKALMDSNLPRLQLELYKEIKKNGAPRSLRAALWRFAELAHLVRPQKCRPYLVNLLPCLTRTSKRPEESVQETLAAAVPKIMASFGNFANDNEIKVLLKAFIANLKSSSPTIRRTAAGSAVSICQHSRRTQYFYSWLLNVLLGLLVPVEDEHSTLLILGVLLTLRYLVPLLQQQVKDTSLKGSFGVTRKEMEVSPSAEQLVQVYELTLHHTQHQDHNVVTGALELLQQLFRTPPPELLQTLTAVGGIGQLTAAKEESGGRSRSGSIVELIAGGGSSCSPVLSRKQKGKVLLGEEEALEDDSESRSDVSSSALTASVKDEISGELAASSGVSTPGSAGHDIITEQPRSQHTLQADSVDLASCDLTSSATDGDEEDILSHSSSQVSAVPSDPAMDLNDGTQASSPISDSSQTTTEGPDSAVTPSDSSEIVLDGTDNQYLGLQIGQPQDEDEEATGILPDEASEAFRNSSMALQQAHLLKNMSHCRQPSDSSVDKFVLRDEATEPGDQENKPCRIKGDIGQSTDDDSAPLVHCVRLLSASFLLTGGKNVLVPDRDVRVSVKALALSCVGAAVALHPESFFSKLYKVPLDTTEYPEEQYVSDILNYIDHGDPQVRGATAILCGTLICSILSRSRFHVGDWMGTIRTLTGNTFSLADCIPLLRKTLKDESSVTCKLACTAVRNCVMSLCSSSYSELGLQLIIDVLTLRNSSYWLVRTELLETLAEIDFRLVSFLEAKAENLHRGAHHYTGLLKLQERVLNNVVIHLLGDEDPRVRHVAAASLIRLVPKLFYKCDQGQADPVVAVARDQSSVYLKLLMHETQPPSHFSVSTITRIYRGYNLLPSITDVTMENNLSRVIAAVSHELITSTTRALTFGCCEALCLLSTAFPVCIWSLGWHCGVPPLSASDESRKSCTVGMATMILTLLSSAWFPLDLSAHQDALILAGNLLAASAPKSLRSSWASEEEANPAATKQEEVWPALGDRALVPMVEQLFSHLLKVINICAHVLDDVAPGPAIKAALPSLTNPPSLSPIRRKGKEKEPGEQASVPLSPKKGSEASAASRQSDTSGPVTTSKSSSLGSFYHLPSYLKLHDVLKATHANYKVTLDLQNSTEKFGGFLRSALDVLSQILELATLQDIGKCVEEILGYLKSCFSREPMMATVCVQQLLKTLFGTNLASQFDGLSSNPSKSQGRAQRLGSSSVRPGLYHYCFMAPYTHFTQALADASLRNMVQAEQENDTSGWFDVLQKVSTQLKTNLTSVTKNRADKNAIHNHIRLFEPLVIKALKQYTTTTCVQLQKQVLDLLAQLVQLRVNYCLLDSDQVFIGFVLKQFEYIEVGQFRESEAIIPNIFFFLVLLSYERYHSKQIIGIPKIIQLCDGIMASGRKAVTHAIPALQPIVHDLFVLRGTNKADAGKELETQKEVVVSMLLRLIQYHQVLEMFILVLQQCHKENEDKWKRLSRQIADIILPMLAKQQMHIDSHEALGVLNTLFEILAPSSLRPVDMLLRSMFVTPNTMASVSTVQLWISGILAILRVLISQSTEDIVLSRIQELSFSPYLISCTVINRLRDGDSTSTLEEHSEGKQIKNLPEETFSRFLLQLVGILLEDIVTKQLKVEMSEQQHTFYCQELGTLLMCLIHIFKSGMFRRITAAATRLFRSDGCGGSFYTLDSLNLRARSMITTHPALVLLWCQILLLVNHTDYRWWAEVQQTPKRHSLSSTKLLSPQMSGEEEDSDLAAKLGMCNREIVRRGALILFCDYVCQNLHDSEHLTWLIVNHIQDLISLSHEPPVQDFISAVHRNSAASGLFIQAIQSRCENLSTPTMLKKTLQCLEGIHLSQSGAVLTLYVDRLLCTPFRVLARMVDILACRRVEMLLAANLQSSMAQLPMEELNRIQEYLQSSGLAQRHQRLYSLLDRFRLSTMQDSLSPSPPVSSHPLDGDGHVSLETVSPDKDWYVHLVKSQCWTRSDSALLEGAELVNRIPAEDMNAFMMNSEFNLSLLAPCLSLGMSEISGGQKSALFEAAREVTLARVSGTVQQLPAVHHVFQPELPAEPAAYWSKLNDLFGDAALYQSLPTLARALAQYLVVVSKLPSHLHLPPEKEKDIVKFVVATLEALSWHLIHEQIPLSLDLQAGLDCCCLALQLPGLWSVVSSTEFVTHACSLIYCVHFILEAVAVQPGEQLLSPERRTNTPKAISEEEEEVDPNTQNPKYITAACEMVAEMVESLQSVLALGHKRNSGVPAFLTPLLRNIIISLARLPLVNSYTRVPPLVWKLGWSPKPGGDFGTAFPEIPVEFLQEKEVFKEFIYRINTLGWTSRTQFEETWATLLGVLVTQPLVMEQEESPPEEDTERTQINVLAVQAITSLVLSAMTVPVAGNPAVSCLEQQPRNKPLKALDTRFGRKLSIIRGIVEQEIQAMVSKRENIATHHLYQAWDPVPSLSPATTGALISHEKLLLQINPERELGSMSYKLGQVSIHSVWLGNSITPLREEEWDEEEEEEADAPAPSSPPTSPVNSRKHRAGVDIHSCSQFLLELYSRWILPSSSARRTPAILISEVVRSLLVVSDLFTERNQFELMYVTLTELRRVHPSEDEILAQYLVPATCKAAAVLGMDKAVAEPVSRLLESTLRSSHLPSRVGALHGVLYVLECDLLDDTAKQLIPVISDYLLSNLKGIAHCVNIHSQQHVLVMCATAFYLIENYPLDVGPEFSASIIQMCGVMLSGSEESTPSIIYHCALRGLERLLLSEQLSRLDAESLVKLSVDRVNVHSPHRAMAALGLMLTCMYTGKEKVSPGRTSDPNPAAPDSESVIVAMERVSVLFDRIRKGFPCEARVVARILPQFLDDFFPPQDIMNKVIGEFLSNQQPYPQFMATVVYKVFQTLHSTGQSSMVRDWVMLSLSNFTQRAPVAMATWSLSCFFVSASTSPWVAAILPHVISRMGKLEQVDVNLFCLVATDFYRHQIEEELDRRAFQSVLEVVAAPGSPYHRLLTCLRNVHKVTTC
Pf apPOL inh – Pf-apPOL DNA polymerase inhibition. AID 1794808. 210,000 compounds, 0.25% hits. inhibition, % at 10 µM. Recombinant Pf-apPOL, molecular beacon fluorescence, 1.5 h
* marks the source's active call; other numbers are inactive results; i = inactive; . = not tested or not shown; & = joins results of further samples. Rule as the data show it: active = inhibition above about 50%; inactive = the rest. An excerpt, so the mix of outcomes need not match the whole.

SMILES	mHTT CaM bind	Pf apPOL inh
CCC(=O)N1CCc2cc(N3CC(C(=O)Nc4cccc(F)c4C)CC3=O)ccc21 (stereo unspecified)	4	4
CCN(CC)Cc1nc2sc(C)c(C)c2c(=O)[nH]1	0	-1
Brc1cccc(OCCN2CCOCC2)c1	4	-4
O=[N+]([O-])c1cccc(NS(=O)(=O)c2cc(Cl)ccc2Cl)c1	5&-2	5&12
Cc1cccc(OCC(=O)O/N=C(\N)c2ccncc2)c1C	i	-6
CCN1CCN(C(=O)c2nc(C)n(-c3ccccc3)n2)CC1	-2	-8
COc1ccc(-c2ccc(C=C3SC(N4CCCCC4)=NC3=O)o2)cc1	14	-5
Cc1ccc(C2=N/C(=C\c3cccs3)C(=O)O2)cc1	10	0
O=C(NCc1cccs1)c1cn(CC(O)c2ccccc2)nn1 (stereo unspecified)	-9	2
COc1ccc(N2C(=O)C3C4C=CC(CO)(O4)C3C2=O)c([N+](=O)[O-])c1 (stereo unspecified)	-1	11
Cc1ccc(N2CCN(C(=O)c3cc(C)n4nccc4n3)CC2)cc1	-3	-2
CC1(C)Cc2ccccc2C(CSc2ccccc2C(=O)O)=N1	26	-1
Cc1ccc([N+](=O)[O-])cc1N=Cc1cccc(O)c1	9	-4
Cc1cn(-c2nc(-c3cccs3)cc(C(F)(F)F)n2)c(=O)[nH]c1=O	1	-3
CC(=O)Nc1cccc(OCCCN2C(=O)c3ccccc3C2=O)c1	.	-7
Cc1ccc(-n2cc(C3CCN(C(=O)c4ccc(F)cc4)CC3)cn2)cc1	-6	-5
Cc1ccc(NC(=O)N2CCCC2c2cccc(F)c2)cc1C (stereo unspecified)	-8	-6
CCOc1cccc(CNC(=O)C2CCN(c3nnc(-c4ccc(C)cc4)o3)CC2)c1	3	-1
CCCNC(=O)c1nn(C)c2c1COc1ccccc1-2	-2	-5
CSc1nc(C2CC2)cc(-c2cccs2)c1C#N	-22	-2

4 of these compounds in a different format.
structure | mHTT CaM bind | Pf apPOL inh
O=C(NCc1cccs1)c1cn(CC(O)c2ccccc2)nn1 (stereo unspecified) | -9 | 2
COc1ccc(N2C(=O)C3C4C=CC(CO)(O4)C3C2=O)c([N+](=O)[O-])c1 (stereo unspecified) | -1 | 11
Cc1ccc(N2CCN(C(=O)c3cc(C)n4nccc4n3)CC2)cc1 | -3 | -2
CC1(C)Cc2ccccc2C(CSc2ccccc2C(=O)O)=N1 | 26 | -1

Going on with the list:
SMILES	mHTT CaM bind	Pf apPOL inh
COc1ccc(CSc2ncn[nH]2)cc1Cl	-6&-5	0&-4
Cc1nc(-c2n[nH]c(=S)n2C)cs1	.	-10
CCS(=O)(=O)NCC1CC(=O)N(c2ccc(Cl)cc2)C1 (stereo unspecified)	-16	-6
OC(C#CCN1CCCCC1)(c1ccccc1)c1ccccc1	-2	0
CN(CCO)c1ccc(C(=O)c2ccc(N(C)CCO)cc2)cc1	.	-4
CCOc1ccccc1C1C(C(N)=O)=C(C)Nc2ncnn21 (stereo unspecified)	-4	-2
Cc1noc(C)c1C1CCCN1Cc1ccc(F)cc1F (stereo unspecified)	-34	-4
CCSc1nnnn1-c1ccc2c(c1)OCO2	-10	-12
Cc1ccc(C)c(CNC(=O)c2ccc3c(c2)nc2n3CCC(C)C2)c1 (stereo unspecified)	21	-7
Cc1ccc(NS(=O)(=O)c2cc3c(s2)CCN(C(=O)C2CC2)C3)c(F)c1	11	-6
CC(C)(C)N=C1Nc2ccccc2NC12CCCN(C(=O)c1ccccc1)C2 (stereo unspecified)	82*	-5
COc1ccc(S(=O)(=O)Nc2ccc(Nc3ccccc3)cc2)cc1	89*	1
CN(C)C(=O)C1=CCN(C(=O)c2ccc(F)cc2F)CC1	-1	-3
CCc1ccc(-c2cn(-c3ccc(Br)cc3)c(=O)[nH]2)cc1	5	1
CC(C)C(=O)Nc1ccc(NC(=O)c2ccco2)cc1	-1	-7
O=C(c1ccccc1-c1ocnc1C(=O)N1CCCCCC1)N1CCCC1	-2	-5
CC(C)(C)C1(C)OC2COCCOCCOCCOCCOCCOCC2O1 (stereo unspecified)	1	0
Cc1cccc(Cc2c(C)nc(C)nc2N2CCN(C(=O)c3ccccc3)CC2)c1	12	-3
CCOc1ccc(S(=O)(=O)N(CC(=O)NCc2cccnc2)c2ccccc2)cc1	3	1
COc1ccc(Cl)cc1NC(=O)C(=O)NCC(c1cccn1C)N1CCOCC1 (stereo unspecified)	-10	-5
O=[N+]([O-])c1ccc(SCc2ccc(Cl)cc2)c(C(F)(F)F)c1	.	-4
O=C(NCCc1ccccc1F)c1ccc2ccccc2n1	-34	-4
Cc1cc(C)cc(NC(=O)N2CCC(n3cnc4ccc(Cl)cc4c3=O)CC2)c1	6	-2
COc1ccc(NC(=O)Cn2nc3nc(N4CCOCC4)ccn3c2=O)cc1F	-4	2
CCOc1ccc(NC(=O)CCCc2ccc(OC)cc2)cc1	-2	1
O=C(c1cccc(OCC2CCCN(C(=O)C3CCCC3)C2)c1)N1CCCCC1 (stereo unspecified)	17	-3
COc1ccc(OC)c(Nc2ncc3c(n2)CCN(Cc2cc(F)cc(F)c2)C3)c1	7	2
COc1ccc(C=C2Oc3c(ccc(OC(=O)N4CCOCC4)c3C)C2=O)c(OC)c1	20	-1
COc1ccc(NC(=O)C(=O)NCc2cccnc2)cc1	-10&6	1&1
Cc1ccc(C(=O)N2CCc3c(nc4cc(-c5ccccc5Cl)[nH]n4c3=O)C2)cn1	25	2
O=C1CCCN2N=C(SCC(=O)N3CCCc4ccccc43)SC2=N1	5	3
CC1CCCCC12NC(=O)N(CC(=O)NC1CCCCC1)C2=O (stereo unspecified)	-6	-11
O=C(CSc1ccncc1)N1CCCn2nc(-c3ccc(Cl)cc3)cc2C1	35	3
COc1ccc(N=C2SCC(c3ccccc3)=NN2C)cc1	.	-7
CC(=O)Nc1c(C)c(N)cc(C(=O)O)c1[N+](=O)[O-]	3	6
Cc1ccc(S(=O)(=O)N2CCC(=O)N([C@H](COCc3ccc(Cl)cc3)Cc3ccccc3)CC2)cc1	-4&3	-1&-2
CCCN1CCn2cc(C(=O)N3CCN(c4ccccc4F)CC3)nc2C1	21	-3
O=C(Nc1ccccc1)c1ccccc1C(=O)N1CCCCC1	3	-6
Cc1c(C(=O)N2CCCC2)oc2ccc(S(=O)(=O)N3CC(C)CC(C)C3)cc12 (stereo unspecified)	6	0
N#CC(=Cc1ccc(C(F)(F)F)cc1)c1cn(C(=O)C2CCC2)c2ccccc12	.	-2

Four entries from above in a different format:
Cc1ccc(S(=O)(=O)N2CCC(=O)N([C@H](COCc3ccc(Cl)cc3)Cc3ccccc3)CC2)cc1
  mHTT CaM bind = -4&3
  Pf apPOL inh = -1&-2

CCCN1CCn2cc(C(=O)N3CCN(c4ccccc4F)CC3)nc2C1
  mHTT CaM bind = 21
  Pf apPOL inh = -3

O=C(Nc1ccccc1)c1ccccc1C(=O)N1CCCCC1
  mHTT CaM bind = 3
  Pf apPOL inh = -6

Cc1c(C(=O)N2CCCC2)oc2ccc(S(=O)(=O)N3CC(C)CC(C)C3)cc12 (stereo unspecified)
  mHTT CaM bind = 6
  Pf apPOL inh = 0

The list continues.
SMILES	mHTT CaM bind	Pf apPOL inh
COCCN1C(=O)c2ccccc2C(C(=O)O)C1c1c[nH]c2ccccc12 (stereo unspecified)	4	-2
CC(=O)N1c2ccc(S(=O)(=O)N(CCO)Cc3ccccc3)cc2CC1C (stereo unspecified)	1	3
Clc1ccc2c(c1)nc(SCc1ccon1)n1nccc21	-6	.
COc1cccc(CNC(=O)N2CCCC3(C2)Nc2ccccc2NC3=NC(C)(C)C)c1 (stereo unspecified)	69*	4
CCc1ccc(NC(=O)C2CC(=O)N(c3ccc4c(c3)CCN4C(C)=O)C2)cc1 (stereo unspecified)	-2	-3
O=C(NCc1cccs1)NCC(c1ccsc1)N1CCCCCC1 (stereo unspecified)	-15	-6
O=C(NCC(O)(c1ccccc1)C(F)(F)F)c1c(F)cccc1F (stereo unspecified)	-13	-9
CC1CCN(C(=O)CSc2nc3c(c(=O)n2-c2ccccc2)SCC3)CC1	-12	0
COc1ccc2cc3cc(C(=O)NCc4ccccn4)oc3nc2c1	14	-1
CCOc1ccccc1CNC(=O)c1cnc(OC)nc1	1	-2

Record cards, from the list above. Screens in order: mHTT CaM bind | Pf apPOL inh
Profile of O=C(NCc1cccs1)NCC(c1ccsc1)N1CCCCCC1 (stereo unspecified) = -15 | -6
Profile of CC(=O)N1c2ccc(S(=O)(=O)N(CCO)Cc3ccccc3)cc2CC1C (stereo unspecified) = 1 | 3

Later entries.
SMILES	mHTT CaM bind	Pf apPOL inh
O=C(c1c(F)cccc1F)N1CCC(CCOc2cccc(F)c2)CC1	-24	-1
CCOc1cc(Br)c(C=O)cc1OC	-4	-1
C=CCN1N=C(C(=O)N2CCCC2)S(=O)(=O)c2ccccc21	-7	-1
CCNC(=O)c1c(CC(C)C)nn(C)c1CC	-2	-5
O=C(Nc1ccc2c(c1)OCCO2)C1CCN(c2nnc3ccccn23)CC1	-5	-5
Cc1oc(C2CCN(C(=O)c3cccc(C(F)(F)F)c3)CC2)nc1C(=O)N(C)C	23	0
Cc1cccc(NC(=O)c2ccco2)n1	.	-6
O=C(OCc1ccco1)c1ccc(-c2ccc(Cl)cc2)s1	.	-7
COc1ccc(C2C(C(=O)N3CCCC(C)C3)c3ccccc3C(=O)N2C)cc1 (stereo unspecified)	4	3
CCc1ccc(S(=O)(=O)N=C2C=C(Br)C(=O)c3ccccc32)cc1	38	-4
CSc1c(C)c(SC)n2ccncc12	.	0
Cc1cc(C)cc(C(=O)N2CC(c3nc(C)no3)C3(CCOCC3)C2)c1 (stereo unspecified)	-7	2
Cc1ccc([N+](=O)[O-])cc1N=Cc1nc(-c2ccccc2Br)oc1O	1	-2
Clc1ccc2[nH]c3nc4ccccc4nc3c2c1	-4	-16
O=C1Nc2ccc(Cl)cc2/C1=C/c1ccccc1Cl	38	0
COCc1cc(C)nc2sc(C(=O)Nc3ccc(Cl)cc3)c(N)c12	-20	-3
O=C(CSc1nnc2c(n1)[nH]c1ccccc12)Nc1ccc([N+](=O)[O-])cc1	6	-1
COc1cccc(S(=O)(=O)N2CC3CC2CC3NC(=O)c2cccs2)c1 (stereo unspecified)	1	0
c1cc(-c2noc(-c3ccoc3)n2)cc(-c2ccn[nH]2)c1	16	2
Cc1ccc(NC(=O)c2ccco2)cc1F	-3	-17

2 entries from above, in markdown:
| molecule | mHTT CaM bind | Pf apPOL inh |
| --- | --- | --- |
| COCc1cc(C)nc2sc(C(=O)Nc3ccc(Cl)cc3)c(N)c12 | -20 | -3 |
| O=C(CSc1nnc2c(n1)[nH]c1ccccc12)Nc1ccc([N+](=O)[O-])cc1 | 6 | -1 |

Continued.
SMILES	mHTT CaM bind	Pf apPOL inh
COc1ccc2nc(-c3ccc(OC)c(NC(=O)CC4CCCC4)c3)cn2n1	-10	-12
O=C(NCCc1cn2c(n1)SCC2)C(=O)Nc1ccc2c(c1)OCCO2	1	4
CCn1c(=O)c([N+](=O)[O-])c(Nc2ccc(NC(C)=O)cc2)c2ccccc21	6	1
CCSc1nnc(NC(=O)CSc2nc3c(cc2C#N)CCCC3)s1	1	-4
COCc1cc(C)nc2sc3c(c12)NC(c1ccco1)N(Cc1ccccc1)C3=O (stereo unspecified)	35	-2
CC(C)CC(=O)Nc1cnc(N2CCCCC2)nc1	0	-3
O=C(NCCOc1ccc(-c2ccc(F)cc2)nn1)c1ccco1	-9	-5
COc1ccc(NC(=O)CCC2CCN(c3cc(NC4CC4)ncn3)CC2)c(C)c1	14	-3
O=C(NCc1ccc(F)cc1)C1C2C=CC3(CN(Cc4cccs4)C(=O)C13)O2 (stereo unspecified)	-5	-2
COc1cccc2cc(-c3csc(NCc4ccc(F)cc4)n3)c(=O)oc12	-23	-3
N#CC1=C(N)N(c2ccccc2[N+](=O)[O-])C2=C(C(=O)CCC2)C1c1ccc2c(c1)OCO2 (stereo unspecified)	21	-3
Cc1oc(C2CCN(C(=O)Cc3ccccc3F)CC2)nc1C(=O)N1CCCCC1	15	-4
Cc1sc2c(c1C)c(=O)n(CCc1ccccc1)c(=O)n2Cc1cc(=O)n2ccccc2n1	-2	-6
O=C(O)CN1C(=O)c2ccc(Oc3cccc([N+](=O)[O-])c3)cc2C1=O	5	-5
Fc1ccc(CN2CCc3nc(N4CCN(c5ccccc5F)CC4)ncc3C2)cc1F	6	8
Cc1ccc(CCC(=O)Nc2ccccc2)o1	31	4
CNc1nccc(N2CCC(CC(=O)NCCN3CCC(C)CC3)CC2)n1	4	-4
COc1ccc(Cl)c(N=C2NC(=O)/C(=C/c3cccnc3)S2)c1	20	-6
O=S(=O)(NCCOc1ccc(F)cc1)c1ccc2ccccc2c1	-9	-12
COc1ccc(CN(CCC(C)C)S(=O)(=O)c2ccccc2Br)cc1	-53	2
O=C(c1ccco1)N1CCN(C2CC(=O)N(c3ccc(F)cc3)C2=O)CC1 (stereo unspecified)	-3	-1
COc1ccc(CNC(=O)C(C)C2CCN(S(=O)(=O)c3c(C)noc3C)CC2)cc1 (stereo unspecified)	-2	1
COc1ccc(Nc2ncnc3[nH]ncc23)c(OC)c1	-2	-5
Cn1c(=O)c(-c2nc(-c3ccc(F)c(Cl)c3)no2)c(O)c2ccccc21	-9	-4
O=C(Nc1nccn(-c2ccc(F)cc2)c1=O)c1cccc(F)c1	4	-6
COc1ccccc1CC(=O)Nc1cccc(C)c1C	4	-5
COc1ccc2oc(=O)c(-c3nc(-c4ccc(Cl)cc4)cs3)cc2c1	0	3
CC1C(=O)N(c2cccc(F)c2)CCN1C(=O)c1ccc(F)cc1 (stereo unspecified)	-3	-4

Source: PubChem (University of Kansas High Throughput Screening Laboratory)
